# High-throughput results from PubChem BioAssay.
# PPC-1+TRAIL kill – compounds killing PPC-1 cancer cells with TRAIL present, primary screen, TRAIL potentiator project, ATPLite luminescence, uHTS; 220,000 compounds, 0.41% hits; AID 1443, 2008; PPC-1 cells + TRAIL, ATPLite viability luminescence; cell killing (% activity), % at 4 µM;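 active means cell killing above 50% in the first pass at 4 µM, then a duplicate retest at 5 µM averaging 50% or more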;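 further: plate controls were cells with TRAIL plus DMSO for no effect and medium-only wells lacking cells for full effect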
# PGE2 EP2 inh – human EP2 receptor antagonists, primary screen, TR-FRET cAMP, C6 glioma cells; inhibition, % at 25 µM; Prostaglandin E2 receptor EP2 subtype (Homo sapiens), P43116; C6 glioma cells expressing human EP2; cells stimulated with saturating PGE2; 260,000 compounds, 0.52% hits;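 active means percent inhibition above 40 after rounding to a whole number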;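 further: rat C6 glioma host cells with rolipram phosphodiesterase inhibitor present; the protocol text gives 20 µM as final concentration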
# BaF3 parental – parental Ba/F3 cell viability inhibition, counter-screen for JAK2V617F inhibitor project, murine pro-B, CellTiter-Glo luminescence. inhibition, % at 5.6 µM. 220,000 compounds, 1.1% hits. AID 1486, 2009. CellTiter-Glo ATP luminescence;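 active means inhibition above a per-campaign cutoff, the mean inhibition of all tested compounds plus 3 SD, cut at about 27% in these data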;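 further: 0% = DMSO wells and 100% = JAK Inhibitor I control wells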
# TbHK1 inh – Trypanosoma brucei hexokinase 1 inhibitors, primary screen, biochemical, G6PDH-coupled NADH absorbance, MLSCN library | hexokinase 1 [Trypanosoma brucei] | recombinant TbHK1, G6PDH-coupled NADH A340 | inhibition, % at 10 µM | 220,000 compounds, 0.11% hits;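 active means inhibition of 50% or more in the single-dose primary screen; inactive means inhibition below 50%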
# Ba/F3 V617F tox – reduced viability of JAK2V617F-dependent Ba/F3 cells, primary screen, JAK2V617F inhibitor project, cell-based, Ba/F3 EpoR-JAK2V617F, luminescence; 220,000 compounds, 1.1% hits; ATP luminescence; inhibition, % at 5.6 µM;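 active means inhibition above the campaign mean plus 3 SD over all tested compounds, cut at about 24% in these data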;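 further: cytokine-independent growth of Ba/F3 cells driven by EpoR plus mutant JAK2; 0% = DMSO-treated cells and 100% = JAK inhibitor I control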
# p97 ATPase inh – inhibitors of human p97 ATPase, primary screen, biochemical; 220,000 compounds, 0.42% hits; recombinant p97 ATPase, Kinase-Glo ATP luminescence, 3 h; AID 1481, 2009; inhibition, % at 8 µM; in the data active means inhibition above about 15%;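 further: 0% = DMSO vehicle and 100% = wells lacking enzyme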
# Furin inhibitor – human furin inhibitors, primary screen, biochemical, fluorescence intensity. P09958. purified furin, fluorogenic substrate cleavage. inhibition, % at 30 µM. 220,000 compounds, 0.061% hits. AID 463115, 2010; in the data active means inhibition above about 25%; further: inactives centre near -15
# Target sequence (P09958 108-714 limits assumed): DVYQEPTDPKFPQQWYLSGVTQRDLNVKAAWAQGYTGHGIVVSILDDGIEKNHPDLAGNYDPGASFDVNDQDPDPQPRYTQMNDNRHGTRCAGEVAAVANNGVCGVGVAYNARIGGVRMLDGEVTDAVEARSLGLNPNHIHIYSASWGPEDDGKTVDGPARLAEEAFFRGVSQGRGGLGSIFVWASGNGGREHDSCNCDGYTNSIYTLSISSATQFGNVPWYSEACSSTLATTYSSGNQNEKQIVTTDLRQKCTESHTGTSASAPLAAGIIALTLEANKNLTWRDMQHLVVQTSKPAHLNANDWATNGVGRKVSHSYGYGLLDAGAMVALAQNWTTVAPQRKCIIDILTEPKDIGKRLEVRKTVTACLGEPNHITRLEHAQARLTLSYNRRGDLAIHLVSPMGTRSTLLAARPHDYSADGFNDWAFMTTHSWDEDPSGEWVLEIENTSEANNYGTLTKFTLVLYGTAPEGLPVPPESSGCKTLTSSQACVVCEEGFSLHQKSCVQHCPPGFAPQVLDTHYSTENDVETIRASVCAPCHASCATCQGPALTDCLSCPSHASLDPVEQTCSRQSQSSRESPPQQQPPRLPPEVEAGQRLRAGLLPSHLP
# NCF1 inh – p47phox/p22phox peptide binding inhibitors, primary screen, biochemical, uHTS, NADPH oxidase regulatory subunit; Neutrophil cytosol factor 1 (Homo sapiens), P14598; 220,000 compounds, 0.53% hits; inhibition, % at 24.7 µM; fluorescence polarization, 2 h;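 active means inhibition above about 30%, limit read from the data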;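 further: 0% = p47phox with labelled peptide and 100% = labelled peptide alone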
# RBBP9 inhibitor – human RBBP9 inhibitors, primary screen, biochemical, fluorescence polarization, FP-Rh probe, HTS; recombinant RBBP9; Serine hydrolase RBBP9 (Homo sapiens), O75884; 220,000 compounds, 0.2% hits; AID 1515, 2009; inhibition, % at 7.94 µM;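 active means inhibition above the campaign mean of all tested compounds plus 3 SD, cut at about 14% in these data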;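 further: plate controls were DMSO wells with RBBP9 for no effect and wells lacking RBBP9 protein for full effect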
# Target sequence (O75884 whole entry, looked up): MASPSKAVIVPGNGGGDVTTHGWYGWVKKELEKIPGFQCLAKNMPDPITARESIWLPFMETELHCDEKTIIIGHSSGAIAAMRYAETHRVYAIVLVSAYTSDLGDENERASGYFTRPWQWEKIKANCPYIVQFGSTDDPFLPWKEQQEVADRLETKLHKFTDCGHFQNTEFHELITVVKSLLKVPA
#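 system = RBBP9 protein | input = RBBP9 at 2.5 µM in dispensed solution, before mixing | measured by = fluorescence polarization (mP), excitation 525 nm, emission 598 nm | incubation = enzyme-compound preincubation 30 min, then probe labeling 45 min, 25 °C | buffer or medium = Tris-NaCl-Pluronic buffer, pH 8.0 | compound = single dose 7.94 µM | also added = FP-Rh probe, 375 nM dispensing solution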
# * marks the source's active call; other numbers are inactive results; nt = no result given; & = joins results of further samples; [ ] = another dose, or the depositor's remark.
SMILES,PPC-1+TRAIL kill,PGE2 EP2 inh,BaF3 parental,TbHK1 inh,Ba/F3 V617F tox,p97 ATPase inh,Furin inhibitor,NCF1 inh,RBBP9 inhibitor
CCOc1ccc2nc(NC3=NC(c4ccc(OC)cc4)CC(=O)N3)nc(C)c2c1 (stereo not given),17,8,5,-11,2,-2,-10[20 µM],6,-1
Cc1cc(NC(=O)CSc2nc3ccsc3c(=O)n2Cc2ccccn2)n[nH]1,4,8,4,3,7,0,-5,-16,-2
Cc1cccc(-c2nnc(-c3ccccc3)o2)c1,16,9,0,-1,0,-7,-15,-4,-7
CC(=O)Nc1ccc(Br)cc1C(=O)C(=O)O,-7,4,7,-3,2,-3,-8,-8,5
O=C(Cn1c(-c2cncs2)nc2ccccc21)NCCc1ccccc1,18,12,0,1,-1,1,-20,-1,-6
CCc1ccc(NC(=S)NC(=O)CC(C)C)cc1,20,7,1,-3,-2,0,-21,2,-2
O=C(C1=C(O)C(=O)N(CCN2CCOCC2)C1c1ccncc1)c1ccco1 (stereo not given),22,3,2,-24,2,0,-14,-7,-2
COc1ccc(-c2nc(C#N)c(N3CCCCCC3)o2)cc1,17,8,4,-16,-2,-7,-25[20 µM],-13,-2
CC(C(=O)O)n1c(-c2ccn[nH]2)n[nH]c1=S (stereo not given),8,3,1,-3,0,0,-17,-4,-5
CCC1(CC)Nc2ccccc2C(=O)N1c1ccc(NC(C)=O)cc1,4,15,3,-12,-4,4,-23,-12,-4
Cc1cc(C)c(C)c(S(=O)(=O)NCc2ccco2)c1C,-5,5,7,0,0,-6,-14[20 µM],-10,-6
C(=C\c1cccc2ccccc12)/c1nnc(-c2cccs2)o1,1,8,2,-11,-3,3,-23[20 µM],-20,-6
CCOC(=O)c1ccccc1NC(=O)Nc1ccc(OC)c(OC)c1,26,6,5,-5,1,-3,-14[20 µM],-4,-1
COc1cc(C(=O)Oc2ccccc2/C=N/NC(=O)c2ccc(C)cc2)cc(OC)c1OC,47,10,3,-3,-1,3,-27,-3,-8
CCCC1(C(=O)OCC)NC(c2ccc(N(C)C)cc2)C2C(=O)N(c3ccc4c(c3)OCCO4)C(=O)C21 (stereo not given),-8,12,1,-1,-1,-2,-17[20 µM],-14,8
Cc1ccccc1C(CC(=O)c1cccs1)C(C#N)C#N (stereo not given),2,4,5,-1,0,2,-18,-8,-6
CCOc1ccccc1C(=O)Nc1ccccc1C(N)=O,14,4,5,2,2,-7,-12[20 µM],-9,2
O=C(CSc1nnnn1-c1ccccc1)Nc1ccc(Cl)cn1,-7,8,3,5,-1,-2,-36[20 µM],-4,-9
CC1Cc2ccccc2N1C(=O)C1CCN(S(=O)(=O)Cc2ccccc2)CC1 (stereo not given),5,7,7,6,-1,3,-9,-6,0
COc1ccc(-c2ccc(=O)n(CC(=O)NC3CCc4ccccc43)n2)cc1OC (stereo not given),1,3,2,-9,-2,-4,-6,5,-3
CCOC(=O)C(NC(=O)c1ccc(Cl)cc1Cl)(Nc1ccc(C)cc1)C(F)(F)F (stereo not given),6,nt,0,-4,-1,2,-2[20 µM],-3,1
Cc1cccc(CC2CC(=O)N(c3nc4ccccc4s3)C2=O)c1 (stereo not given),30,6,-2,-1,-3,1,-20,1,3
O=C(Nc1ncc(Cl)cn1)c1cccs1,16,7,2,19,2,4,-14[20 µM],-6,-1
COc1ccc(C(=O)C2CCN(C(=S)NCCc3ccc(OC)c(OC)c3)CC2)cc1,10,10,3,1,2,-10,-3,-15,-6
O=C(/C=C/c1ccccc1Cl)N1CCN(c2ncccn2)CC1,9,11,4,34,-2,0,-14,4,6
COc1cc(OC)c(OC)cc1/C=N/NC(=O)c1cc(-c2cccn2C)n[nH]1,11,23,2,-27,1,5,-15[20 µM],-20,9
c1ccc(-c2csc(N3CCCCCC3)n2)cc1,-12,9,4,2,-4,6,-10[20 µM],-8,-4
COc1ccc(Oc2coc3cc(OC(=O)c4cncc(Br)c4)ccc3c2=O)cc1,11,13,-1,-12,-2,0,-5,-12,-12
Cn1c(=O)c2c(nc(CN3CCN(C(c4ccccc4)c4ccccc4)CC3)n2CC(N)=O)n(C)c1=O,9,11,0,-14,-7,2,-9[20 µM],-7,6
CCOc1ccc(/C=C2/C(=O)N(c3ccc(OC)cc3)C(=S)N2CC(=O)OC)cc1OCC,2,15,-2,-20,-4,4,-12[20 µM],-4,4
CN(C)c1ccc(/C(=N\O)C(F)(F)F)cc1,2,2,3,-9,-1,4,-14,-8,-13
O=C1CN(C(=O)COC(=O)C2CCN(S(=O)(=O)c3ccccc3C(F)(F)F)CC2)c2ccccc2N1,6,5,2,-6,-3,0,-23[20 µM],4,1
CCOC(=O)C1CCN(C(=O)Nc2ccc3snnc3c2)CC1,7,3,4,-7,-1,-1,-17[20 µM],4,-8
N#Cc1ccc(OCC(=O)NN2Cc3ccccc3C2=N)cc1,5,3,-3,-2,-1,2,-15,0,-9
Cc1ccc(NC(=O)CCNS(=O)(=O)c2cccc3nonc23)cc1Cl,11,5,11,1,4,-3,-10,1,3
COc1ccc(/C(C)=N/OC/C(O)=C(\C#N)c2nc3ccccc3[nH]2)c(OC)c1,13,14,5,-12,1,9,-20,-17,-7
Cc1nnc2ccc(-c3ccc(NC(=O)c4cccnc4Cl)cc3)nn12,2,7,0,-10,-3,7,-18,6,2
CCCc1[nH]nc2c1C(c1ccc(OC)cc1OC)C(C#N)=C(N)O2 (stereo not given),3,6,5,-3,3,1,-11[20 µM],-5,-7
c1coc(-c2ccnc(-n3cccc3)n2)c1,2,-3,3,8,3,-3,1,-5,-3
COC(=O)c1cc(NC(=O)c2cccc(C(F)(F)F)c2)c(=O)oc1C,5,1,6,-10,2,0,-19,-34,-10
CCN(CC)CCNS(=O)(=O)c1ccc(/C=C/C(=O)O)cc1,5,1,3,0,0,5,-24,-5,11
CCOC(=O)C1=C(C)NC(=O)NC1c1c(C)nn(-c2ccccc2)c1Cl (stereo not given),12,15,9,1,0,0,-8,-10,0
O=C(Cn1cc([N+](=O)[O-])nc1[N+](=O)[O-])N1CCN(c2ccccc2)CC1,-4,7,2,-1,-1,8,-26,-6,-4
Cc1ccc(-c2nc(-c3ccc(Cl)cc3)sc2CC(=O)O)c(C)c1,2,22,7,-16,3,4,-34,nt,1
CCOc1ccc2nc(CN3CCN(Cc4ccsc4)C(CCO)C3)ccc2c1 (stereo not given),2,12,-1,-5,-5,2,-12,-4,4
Cc1c(C(=O)N2CCN(S(C)(=O)=O)CC2)oc2ccccc12,13,5,-2,-3,0,-2,-20[20 µM],-4,-5
C=CCn1c(-c2csc(-c3ccc(Cl)cc3)n2)n[nH]c1=S,20,20,3,-11,-1,-1,-16[20 µM],1,1
CCOC(=O)C1CCN(c2nc(-c3ccccc3)nc3c2oc2ccccc23)CC1,14,6,6,44,4,-2,-11,-11,-7
COC(=O)CSC1=C(C#N)C(c2ccc(Cl)cc2)C(C(=O)OC)C(=O)N1 (stereo not given),-15,nt,4,-20,2,-3,-15,-8,-5
COc1cccc(CC2(CO)CCCN(CC3=Cc4cc(Cl)ccc4OC3)C2)c1 (stereo not given),0,12,6,0,-4,-2,-31,-36,-15

# Just TbHK1 inh and NCF1 inh (2 entries from above):
Molecule	TbHK1 inh	NCF1 inh
COc1cc(C(=O)Oc2ccccc2/C=N/NC(=O)c2ccc(C)cc2)cc(OC)c1OC	-3	-3
CCOc1ccccc1C(=O)Nc1ccccc1C(N)=O	2	-9

# (continued)
SMILES,PPC-1+TRAIL kill,PGE2 EP2 inh,BaF3 parental,TbHK1 inh,Ba/F3 V617F tox,p97 ATPase inh,Furin inhibitor,NCF1 inh,RBBP9 inhibitor
CC(=O)Nc1ccc(S(=O)(=O)N(Cc2ccccc2)c2ccccc2)cc1,27,6,5,-4,2,-2,-22,-8,-8
CC1(C)CC(=O)c2cc(OCC(=O)NCCCN3CCN(c4ccccc4F)CC3)ccc2O1,9,10,8,-7,2,-7,-11[20 µM],-7,-2
Brc1ccc(-c2cnco2)cc1,-3,3,9,1,8,5,-18,2,1
CC(=O)Nc1ccc(OCC(O)Cn2cnc3ccccc32)cc1 (stereo not given),3,6&7,0,-1,1,-2,-11[20 µM],-4,-6
O=[N+]([O-])c1ccc2sc(SCc3nc4ccccn4c3Br)nc2c1,14,4,3,-4,-1,3,-27,-1,-2
O=C(Nc1ccc2oc(=O)ccc2c1)c1ccc(-c2ccc(Cl)cc2)o1,7,8,6,13,0,1,-11,24,1
CCOC(=O)c1c(C)nc2sc(C(N)=O)c(N)c2c1-c1ccc(OC)cc1,27,22,-1,-10,-4,2,-6[20 µM],-14,1
O=C(CCCC(=O)N(CC(=O)NC1CCCC1)Cc1ccccc1)Nc1ccccn1,17,2,3,-1,0,3,-31,-23,-1
COc1ccccc1NC(=S)N/N=C/c1cccc(C)c1,26,9,3,2,-5,5,-16,-10,-1
O=C(Nc1cccc(-c2csc(Nc3ccccc3)n2)c1)c1ccccc1,-2,8,nt,-11,nt,nt,-33,-5,nt

# As entered above:
# CC(=O)Nc1ccc(OCC(O)Cn2cnc3ccccc32)cc1 (stereo not given) | Ba/F3 V617F tox: 1
# COc1ccccc1NC(=S)N/N=C/c1cccc(C)c1 | PGE2 EP2 inh: 9

# (list continues)
SMILES,PPC-1+TRAIL kill,PGE2 EP2 inh,BaF3 parental,TbHK1 inh,Ba/F3 V617F tox,p97 ATPase inh,Furin inhibitor,NCF1 inh,RBBP9 inhibitor
COc1cc(/C=N/Nc2nc3ccccc3[nH]2)cc(Br)c1OCC(=O)N(C)C,-1,6,6,-33,0,7,-14,5,-5
CCOC(=O)C(NC(C)=O)(Nc1ccc(F)cc1)C(F)(F)F (stereo not given),7,7,-2,0,-3,4,1,2,3
C=CCn1c(SCC(=O)C23CC4CC(CC(C4)C2)C3)nc(O)cc1=O,15,4,1,21,3,-4,-27,-20,-6
O=C(O)c1cnc(-c2ccccc2)nc1Oc1ccccc1,14,4,2,2,0,6,-19,-9,-9
O=C1CC(NNC(=O)c2ccccc2)C(=O)N1 (stereo not given),12,2,0,1,-1,1,-21[20 µM],3,-1
O=[N+]([O-])c1ccc(OCC(O)CN(C2CCCCC2)C2CCCCC2)cc1 (stereo not given),16,1,1,-11,-4,3,-16,-3,-4
Cc1nc(-c2ccccc2)nc2sc(C(=O)c3ccc(F)cc3)c(N)c12,12,15,-3,-5,1,-11,-4,-9,-8
CCn1c(Cc2ccccc2)nnc1SCC(=O)OC(C)C,8,0,3,-8,-2,2,-22,1,-11
Cc1cc2nc(N3C(=O)CNC3=S)sc2cc1C,48,13,2,-13,-2,0,-7,-3,-7
CCCS(=O)(=O)NCCc1csc(-c2ccc(OC)c(OC)c2)n1,-15,10,-1,-9,-3,2,-17,-6,-5

# The list is partial; count on the stated rates, not on these rows.
